m-calpain inh = calpain II (pig) inhibition; purified calpain II, fluorogenic peptide substrate, 30 min; inhibition, % at 16 µM; 0.37% of 220,000 active; AID 1236;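 active means inhibition above about 50%, limit read from the data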
Furin inh = inhibitors of human furin; AID 463115; 0.061% of 220,000 active; purified furin, fluorogenic substrate cleavage; inhibition, % at 30 µM; in the data active means inhibition above about 25%; further: inactives centre near -15
Tb hexokinase = T. brucei hexokinase 1 inhibition | 0.11% of 220,000 active | AID 1430 | inhibition, % at 10 µM | recombinant TbHK1, G6PDH-coupled NADH A340;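 active means inhibition of 50% or more in the single-dose primary screen; inactive means inhibition below 50%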
Cl transport mod = modulators of human KCC2 chloride dependent transport | B-score of Tl+ flux slope (higher = more flux/activation; lower = inhibition) at 10 µM | KCC2 cells, thallium flux FluoZin-2 fluorescence | 2.2% of 190,000 active | AID 1456 | Q9H2X9;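 active means thallium flux slope and its plate-corrected score both differing from the plate sample mean at a set confidence after two filtering rounds, in either direction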;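 further: slope of fluorescence scaled to starting intensity during 10 to 20 s after thallium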
Target sequence (Q9H2X9 whole entry, looked up): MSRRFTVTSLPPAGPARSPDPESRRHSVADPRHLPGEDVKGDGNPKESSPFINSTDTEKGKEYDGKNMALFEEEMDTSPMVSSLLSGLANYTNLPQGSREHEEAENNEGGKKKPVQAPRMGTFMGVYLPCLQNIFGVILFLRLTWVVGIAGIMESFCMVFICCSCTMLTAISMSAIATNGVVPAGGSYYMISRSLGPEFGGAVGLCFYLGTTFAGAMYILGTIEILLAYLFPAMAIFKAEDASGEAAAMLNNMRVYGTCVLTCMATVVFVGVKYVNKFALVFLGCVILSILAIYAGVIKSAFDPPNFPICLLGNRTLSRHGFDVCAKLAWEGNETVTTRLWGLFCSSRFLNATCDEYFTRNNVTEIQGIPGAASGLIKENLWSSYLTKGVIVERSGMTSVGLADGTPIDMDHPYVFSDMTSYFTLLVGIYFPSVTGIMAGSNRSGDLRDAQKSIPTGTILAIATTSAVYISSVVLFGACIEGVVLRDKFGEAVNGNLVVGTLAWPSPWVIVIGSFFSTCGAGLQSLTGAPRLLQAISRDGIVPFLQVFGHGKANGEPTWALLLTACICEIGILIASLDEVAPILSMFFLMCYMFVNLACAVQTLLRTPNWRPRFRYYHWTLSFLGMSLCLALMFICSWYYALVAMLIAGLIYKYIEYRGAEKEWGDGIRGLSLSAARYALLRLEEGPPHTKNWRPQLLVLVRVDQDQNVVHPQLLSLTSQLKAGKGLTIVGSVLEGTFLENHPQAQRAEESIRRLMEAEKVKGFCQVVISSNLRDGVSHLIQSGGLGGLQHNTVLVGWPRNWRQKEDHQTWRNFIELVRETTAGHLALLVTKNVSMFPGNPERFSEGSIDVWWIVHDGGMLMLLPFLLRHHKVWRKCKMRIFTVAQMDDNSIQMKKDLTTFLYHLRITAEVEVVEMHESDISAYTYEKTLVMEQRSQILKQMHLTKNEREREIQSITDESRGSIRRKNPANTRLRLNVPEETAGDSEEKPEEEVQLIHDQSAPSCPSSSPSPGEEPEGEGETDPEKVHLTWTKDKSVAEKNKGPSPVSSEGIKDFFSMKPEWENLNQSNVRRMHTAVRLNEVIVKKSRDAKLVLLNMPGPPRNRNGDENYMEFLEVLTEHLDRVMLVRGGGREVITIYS
TRPML3 ag = agonists of human TRPML3 channel; Q8TDD5; HEK293 TRPML3-YFP, Fluo-8 calcium fluorescence; 100% = the carbachol control signal; activation, % at 3 µM; 0.29% of 220,000 active;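 active means activation above its plate's cutoff, the mean activation of the plate's test wells plus 3 SD, cut at about 12% in these data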;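 further: 0% = DMSO only wells and 100% = carbachol wells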
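Material: HEK293 cells stably carrying human TRPML3-YFP; compound dosing: single dose, 3 µM final nominal compound, 0.3% DMSO final; incubation: 1-h 37 °C dye load, 5-s basal, 120-s post-compound reads; technique: Fluo-8 intracellular calcium fluorescence, excitation 470-495 nm, emission 515-575 nm; read-out basis: percent activation from peak-to-basal fluorescence ratio, scaled between DMSO and carbachol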
Thrombin inh = thrombin (human) inhibition | P00734 | alpha-thrombin, Boc-VPR-AMC fluorogenic substrate cleavage | inhibition, % at 5 µM | 0.26% of 220,000 active | AID 1046;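 active means inhibition at or above 40%; inactive means inhibition below 40%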;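 further: 0% = enzyme with no compound and 100% = wells without enzyme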
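Assay system: human alpha-thrombin enzyme. Reagent: Boc-VPR-AMC substrate, 15 µM final. Compound dosing: one concentration per compound, 5 µM, with 0.2% DMSO. Incubation: room-temperature reaction. Technique: AMC fluorescence, 355/460 nm. Measure: % inhibition relative to enzyme controls and enzyme-free blanks.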
PPC-1+TRAIL kill = PPC-1 cancer cell killing with TRAIL present; PPC-1 cells + TRAIL, ATPLite viability luminescence; cell killing (% activity), % at 4 µM; 0.41% of 220,000 active; AID 1443;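 active means cell killing above 50% in the first pass at 4 µM, then a duplicate retest at 5 µM averaging 50% or more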;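 further: plate controls were cells with TRAIL plus DMSO for no effect and medium-only wells lacking cells for full effect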
TRPN1 ag = activates the zebrafish TRPN1 channel; HEK293 zebrafish TRPN1-YFP, Fluo-8 calcium fluorescence; 100% = response to 87 µM carbachol; activation, % at 3 µM; 0.18% of 220,000 active;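 active means activation above its plate's cutoff, the mean activation of test wells on that plate plus 3 SD, cut at about 19% in these data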;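 further: 0% = DMSO alone and 100% = 87 µM carbachol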
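Assay system: Zebrafish TRPN1-YFP in HEK293 cells | Incubation: Dye loading 1 h at 37 °C, then 30 min room temperature | Measured by: Kinetic Fluo-8 fluorescence, ex 470-495, em 515-575 nm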
EBV gp42 inh = blocks Epstein-Barr virus glycoprotein 42 binding. Q1HVG2. Fluorescence polarization binding assay, mP read-out. inhibition, % (tested at 21.74 µM). 0.42% of 220,000 active. AID 1085; in the data active means inhibition above about 50%
* = called active by the depositor; i = inactive; nt = no result given; [ ] = remark or other dose.

Preview, six compounds:
SMILES	TRPML3 ag	m-calpain inh	EBV gp42 inh	Furin inh	TRPN1 ag	PPC-1+TRAIL kill	Thrombin inh	Cl transport mod	Tb hexokinase
COc1ccc(NC(=O)CSc2nc3ccccc3c(=O)n2CCNC(C)=O)c(OC)c1	0.2	5	-15	-17	0.6	7	4	-0.1	4
Cc1cc(C)cc(NC(=S)NCCc2ccc(S(N)(=O)=O)cc2)c1	0.3	23	5	-12	0.8	1	12	1.1	5
CN(Cc1nc(Cc2cccc(F)c2)no1)CC1CCOCC1	0.8	-3	7	-18	-0.6	-1	-8	0.037	-1
O=[N+]([O-])c1ccc(N2CCCCC2)c(Cl)c1N1CCCCC1	0.2	22	-6	-19[20 µM]	0.8	-9	5	-0.15	0
COCC(=O)NNC(=O)c1ccccc1OC	1.0	-17	-12	-28	1.0	7	-5	nt	-4
CCOC(=O)C1CCN(S(=O)(=O)c2cc(F)ccc2OC)CC1	0.7	-4	0	-17	0.8	-12	8	0.91	-3

The listing (from the top)
SMILES	TRPML3 ag	m-calpain inh	EBV gp42 inh	Furin inh	TRPN1 ag	PPC-1+TRAIL kill	Thrombin inh	Cl transport mod	Tb hexokinase
COc1ccc(NC(=O)CSc2nc3ccccc3c(=O)n2CCNC(C)=O)c(OC)c1	0.2	5	-15	-17	0.6	7	4	-0.1	4
Cc1cc(C)cc(NC(=S)NCCc2ccc(S(N)(=O)=O)cc2)c1	0.3	23	5	-12	0.8	1	12	1.1	5
CN(Cc1nc(Cc2cccc(F)c2)no1)CC1CCOCC1	0.8	-3	7	-18	-0.6	-1	-8	0.037	-1
O=[N+]([O-])c1ccc(N2CCCCC2)c(Cl)c1N1CCCCC1	0.2	22	-6	-19[20 µM]	0.8	-9	5	-0.15	0
COCC(=O)NNC(=O)c1ccccc1OC	1.0	-17	-12	-28	1.0	7	-5	nt	-4
CCOC(=O)C1CCN(S(=O)(=O)c2cc(F)ccc2OC)CC1	0.7	-4	0	-17	0.8	-12	8	0.91	-3
COc1ccccc1NC(=O)Cn1nc(-c2ccncc2)nc1SCC(=O)NC1CCCC1	0.6	-23	6	-23	0.4	13	0	-0.15	2
Cc1cccc(NC(=S)NCC23C=CC(O2)C2C(=O)N(c4ccc(Cl)cc4)C(=O)C23)c1 (centres undefined)	-0.3	-30	-9	-14	-1.2	-9	-8	-1.1	37
CC(Sc1nnc(-c2ccccc2Br)n1-c1cccc(C(F)(F)F)c1)C(N)=O (centres undefined)	-0.2	20	3	-8	0.6	11	-9	-0.57	-4
O=S(=O)(c1ccccc1)N(CC1CO1)c1ccccc1 (centres undefined)	0.5	-15	-10	-13	-1.0	10	-13	-0.0075	-7
Cc1oc(-c2ccc(Cl)cc2)nc1CN1CCCC(C(=O)NCc2ccco2)C1 (centres undefined)	-0.3	-8	-7	-23	1.0	15	-2	-1.1	-3
COc1ccc(N2CCN(C(=O)c3ccc(C)c(Cl)c3)CC2)cc1	-0.2	26	0	-23[20 µM]	0.6	18	-3	-0.43	2
O=C(N/N=C\c1ccc(COc2ccc([N+](=O)[O-])cc2)o1)c1ccc(Cl)cc1	1.2	-20	-20	-10[20 µM]	0.8	-6	1	-0.22	-11
Cc1noc(C)c1NC(=O)NCCN1CCN(Cc2ccccc2)CC1	0.5	1	-11	-10	2.4	-5	2	-0.11	-3
Cc1cc(C(=O)COC(=O)Cc2n[nH]c(=O)c3ccccc23)c(C)n1-c1ccc2c(c1)OCCO2	0.1	-87	-22	-2	1.9	-3	-4	-0.13	-11
COCCn1c(SCC(=O)c2cccc(OC)c2)nnc1-c1ccco1	0.1	16	-18	-21	1.6	-9	-4	-0.32	-1
CCOC(=O)C1CCCN(C(=O)CCNS(=O)(=O)c2ccc3c(c2)CCC(=O)N3)C1 (centres undefined)	0.7	-13	-12	-21	-1.2	-9	2	1.1	-5
CCOc1ncccc1C(=O)OCC(=O)Nc1cc(S(=O)(=O)N2CCOCC2)ccc1Cl	0.0	10	0	-17	2.9	18	-8	-0.55	0
CCCCCCOC(=O)CCc1c(C)nc(N)[nH]c1=O	0.9	-1	-6	-10[20 µM]	-1.5	10	1	-0.6	-2
CCN(C(=S)Nc1cccnc1)c1ccccc1	0.8	3	-8	-21	1.9	-7	-8	-0.4	-2
CCN1CCN(Cc2c(O)ccc3c2O/C(=C\C=C\c2ccccc2OC)C3=O)CC1	5.4	-11	-105	1	7.8	33	-4	i	-29
COc1ccc(N=CC2=C(O)CC(c3ccccc3)CC2=O)c(OC)c1 (centres undefined)	0.1	16	-11	12	-0.3	11	-2	-0.23	13
CCOC(=O)c1c(-c2ccccc2)n(C)c2ccc(O)cc12	-0.7	-61	3	-14[20 µM]	-1.8	14	-1	nt	-2
COc1ccc(C)cc1-n1c(C)cc(C=O)c1C	-0.6	-8	-12	-19	-1.8	-9	1	-1.4	9
CC(=O)N1C(O)CC(C)N1c1ccccc1 (centres undefined)	0.9	-9	-12	-25	-0.1	8	-2	0.16	-1
COCCN(C(=S)Nc1cccc(OC)c1)C1CCN(C(C)C)CC1	1.4	3	-13	-15	1.6	-10	-2	0.28	4
Cc1ccc(CCNC(=O)C2CC(c3ccccc3[N+](=O)[O-])=NO2)cc1 (centres undefined)	-0.3	-5	2	-13	0.9	32	-4	nt	2
Cc1ccc(CSCC(=O)N2CCN(c3ccc(F)cc3)CC2)cc1	0.1	-9	-13	-15[20 µM]	-0.4	1	4	-0.7	0
Cc1cnc(NC(=O)CSc2nnc(C)s2)s1	0.5	-15	-10	-17[20 µM]	-0.4	7	0	-0.84	0
O=[N+]([O-])c1ccc2nc(-c3ccc(OC(F)F)cc3)cn2c1	0.1	-70	-14	-22	-1.0	-22	-13	0.031	-2
Fc1ccc(C2CCCN2Cc2nc(Cc3ccccc3F)no2)cc1 (centres undefined)	0.2	14	-1	-16	-1.6	15	-12	-0.039	8
CCOC(=O)NC(=O)COC(=O)Cc1cc(OC)c(OC)c(OC)c1	0.2	24	-4	-12	0.2	21	5	nt	-5
COc1ccc(-n2nc([N+](=O)[O-])c(=NCCCN3CCCC3=O)n2O)cc1	0.5	18	7	-18	-0.6	1	0	1	-5
COCc1cc(C)nc(OCC(=O)N/N=C/c2ccc(O)cc2O)c1C#N	0.1	-1	-17	-13	1.2	2	-6	-0.7	-28
N/C(=N\c1nc(CSc2ccccn2)cc(=O)[nH]1)Nc1ccc(Cl)cc1Cl	0.5	-9	-1	-32	1.9	24	-2	0.08	-10
Nc1ccc(-c2nc3ccc(C(=O)O)cc3s2)cc1	-0.1	-341	99*	-111	0.0	31	-38	0.5	-54
COc1ccc(/C=N/NC(=O)c2nc(Cl)c(Cl)c(N)c2Cl)cc1COc1ccc(F)cc1F	0.2	i	-22	-21[20 µM]	-0.6	5	0	-3	-26
COc1ccc(NC(=O)CN(Cc2ccccc2)S(C)(=O)=O)cc1	0.6	14	5	-13[20 µM]	-0.1	6	2	-0.68	-6
Cc1ccc(S(=O)(=O)CCC(=O)NCc2ccccc2)cc1	2.3	24	-8	0	-0.4	11	-7	0.52	40
COc1ccc(NC(=O)N2CCN(S(C)(=O)=O)CC2)c(OC)c1	0.4	24	-5	-27	1.1	-6	-1	0.21	8

3 entries drawn at random from the list so far:
SMILES	TRPML3 ag	m-calpain inh	EBV gp42 inh	Furin inh	TRPN1 ag	PPC-1+TRAIL kill	Thrombin inh	Cl transport mod	Tb hexokinase
Cc1cccc(NC(=S)NCC23C=CC(O2)C2C(=O)N(c4ccc(Cl)cc4)C(=O)C23)c1 (centres undefined)	-0.3	-30	-9	-14	-1.2	-9	-8	-1.1	37
CCCCCCOC(=O)CCc1c(C)nc(N)[nH]c1=O	0.9	-1	-6	-10[20 µM]	-1.5	10	1	-0.6	-2
CCOC(=O)C1CCCN(C(=O)CCNS(=O)(=O)c2ccc3c(c2)CCC(=O)N3)C1 (centres undefined)	0.7	-13	-12	-21	-1.2	-9	2	1.1	-5

(listing goes on)
SMILES	TRPML3 ag	m-calpain inh	EBV gp42 inh	Furin inh	TRPN1 ag	PPC-1+TRAIL kill	Thrombin inh	Cl transport mod	Tb hexokinase
CCOC(=O)C1CCN(C(=O)c2oc3ccc(S(=O)(=O)N4CC(C)CC(C)C4)cc3c2C)CC1 (centres undefined)	-0.9	3	-7	-14[20 µM]	-3.0	3	-3	-1.6	-11
c1ccc(COc2ccc(OCCN3CCCCC3)cc2)cc1	1.6	0	-12	-26	1.9	29	-3	-0.35	6
Cc1cc(SCc2cc(=O)n3ccsc3n2)nc2ccccc12	0.3	-5	-2	-9	-2.3	44	-9	-0.67	21
CC1=CC(C)(C)NC(=S)N1c1ccccc1C	1.1	10	-8	-26	-0.1	17	1	1.4	1
C=CCn1c(COc2ccc(Cl)cc2)nnc1SCC(=O)Nc1ccc(S(N)(=O)=O)cc1	-0.5	30	-8	-8	-0.4	24	1	0.87	8
CCCCOC(=O)c1ccc(NC(C)=O)cc1	-1.1	12	-15	-12	-1.0	2	2	0.6	6
O=C(Nc1ccccc1)c1ccc(COc2ccccc2)cc1	0.7	-30	-1	-27	0.3	-8	0	0.05	4
COC(=O)c1nc(-c2ccc(C)cc2)oc1N(C)C	-1.2	-265	7	-51	-1.4	10	-4	nt	-15
COC(=O)c1ccc(NC(=S)NC2CC(C)(C)NC(C)(C)C2)cc1	1.4	-2	-16	-25	1.5	14	0	1.3	6
Cc1cccc(NC(=O)c2ccc(CN3CCc4ccccc4C3)cc2)c1C	2.5	11	-4	5	5.0	19	-6	-0.22	9
COc1ccc(C2C(C(=O)Nc3ccc(F)cc3)=C(C)Nc3nc(CCCO)nn32)cc1 (centres undefined)	0.2	-16	-4	-20	0.8	-8	-8	nt	-6
NC1=NC[C@H](Cc2ccc(O)cc2)N1CCc1cc(C(F)(F)F)cc(C(F)(F)F)c1	nt	8	-8	-34	nt	0	2	0.025	26
Cc1ccc(C(=O)NCCCN2CCOCC2)cc1	0.6	nt	nt	2[20 µM]	-0.3	nt	nt	0.66	-3
COc1ccc(-n2c(SCc3ccc([N+](=O)[O-])cc3)nnc2-c2ccc(C)cc2)cc1	0.9	13	3	0	-0.6	1	-12	-0.95	4
N#CC1=C(N)OC2=C(C(=O)CC(c3ccccc3)C2)C1c1ccoc1 (centres undefined)	0.4	-17	-17	-8	-0.3	85*	5	-1.3	1
C=CCn1c(-c2cc(OC)cc(OC)c2)n[nH]c1=S	0.2	-4	-4	-14	-1.8	9	-1	0.34	0
CCC(C)N1CCCC1C(=O)Nc1c(C)cc(C)cc1C (centres undefined)	-0.3	-15	-19	-18[20 µM]	1.2	9	2	-0.17	7
